# High-throughput results (PubChem)
# FBW7 activator: activators of human E3 ligase FBW7 | normalized activity (activation), % at 26.1 µM | AID 1259310 | AlphaScreen FBW7–phospho-cyclin E peptide binding, activator screen | actives 0.13% (n = 650,000) | Q969H0; in the data active = normalized activity above about 1.9%;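 note: purified mutant Fbw7 with reduced substrate affinity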
# GPR151 activ: activates the human receptor GPR151; actives 1% (n = 650,000); PathHunter beta-arrestin GPR151 cells, luminescence; activation, % at 11.2 µM; Q8TDV0; in the data active = activation above about 4.9%;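 note: 0% = median of compound wells and 100% = cells with positive control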
# Target sequence (Q8TDV0 whole entry, looked up): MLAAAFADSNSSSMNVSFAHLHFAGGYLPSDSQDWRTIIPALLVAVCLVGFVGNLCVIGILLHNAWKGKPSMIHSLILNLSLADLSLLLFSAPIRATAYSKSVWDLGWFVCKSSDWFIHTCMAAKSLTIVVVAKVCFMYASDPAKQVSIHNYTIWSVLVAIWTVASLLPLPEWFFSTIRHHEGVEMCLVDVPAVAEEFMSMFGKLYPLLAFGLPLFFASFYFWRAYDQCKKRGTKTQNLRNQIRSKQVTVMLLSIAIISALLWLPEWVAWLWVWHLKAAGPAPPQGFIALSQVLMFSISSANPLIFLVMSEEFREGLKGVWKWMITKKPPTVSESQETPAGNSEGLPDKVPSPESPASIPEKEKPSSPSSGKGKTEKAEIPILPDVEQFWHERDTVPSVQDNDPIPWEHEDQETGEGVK
# MITF primary: inhibitors of human MITF; AlphaScreen MITF homodimerization, bead proximity signal; inhibition, % at 2.6 µM; actives 0.91% (n = 650,000); AID 1259374; in the data active = inhibition above about 50%;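 note: 0% = vehicle wells with protein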
# Target sequence (O75030 whole entry, looked up): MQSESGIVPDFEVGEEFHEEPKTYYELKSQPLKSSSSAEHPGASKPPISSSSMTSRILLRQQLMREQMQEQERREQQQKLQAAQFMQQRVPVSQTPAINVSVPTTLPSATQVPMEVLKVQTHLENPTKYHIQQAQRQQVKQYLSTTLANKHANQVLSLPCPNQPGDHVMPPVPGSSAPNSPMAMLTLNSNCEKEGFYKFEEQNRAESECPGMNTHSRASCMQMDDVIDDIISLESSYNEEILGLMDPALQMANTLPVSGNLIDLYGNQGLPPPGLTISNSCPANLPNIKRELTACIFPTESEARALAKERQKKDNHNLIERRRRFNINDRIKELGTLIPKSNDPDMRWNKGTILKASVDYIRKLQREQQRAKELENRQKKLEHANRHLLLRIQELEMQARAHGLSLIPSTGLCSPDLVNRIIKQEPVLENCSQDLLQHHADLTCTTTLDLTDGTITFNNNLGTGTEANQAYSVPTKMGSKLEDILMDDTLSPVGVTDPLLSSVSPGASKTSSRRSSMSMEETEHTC
# TEAD-YAP inh: TEAD-YAP interaction inhibition; HEK-TIYL cells, TEAD-Gal4/YAP UAS-luciferase luminescence; inhibition, % at 9.12 µM; actives 1.4% (n = 640,000); AID 1259422; in the data active = inhibition above about 32%;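 note: 0% = median of test compound wells and 100% = reference inhibitor wells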
# * = called active by the depositor.
SMILES,FBW7 activator,GPR151 activ,MITF primary,TEAD-YAP inh
Cc1c(N2C(=O)c3ccccc3C2=O)cccc1[N+](=O)[O-],0.4,-0.5,25,3
Cc1cc(=O)nc2c3ccccc3n(CC(=O)NC(C)c3ccc4c(c3)OCCO4)n12 (stereo unspecified),-0.1,-0.1,15,3
COCCN(CCOC)c1ncnc2c1cnn2-c1ccc(OC)cc1,0.0,2.2,-4,-57
COc1cc(Nc2nc3ccccc3n3c(C)nnc23)c(OC)cc1Cl,-0.2,0.2,-10,-5
COC(=O)c1c(NC(=O)c2ccoc2C)sc2c1CCC(C)C2 (stereo unspecified),-0.2,0.0,0,4
CC(C)(C)NC(=O)c1ccc(-c2ccccc2)cc1,0.0,-0.7,5,-25
Clc1cc2c(cc1-c1nc3cnccn3c1NCc1ccc3c(c1)OCO3)OCO2,0.9,-1.3,12,4
CCCCNC(=O)C(=O)c1c(-c2ccccc2)cc2ccccn12,-0.8,2.9,1,8
COCCN1C(=O)c2ccccc2C(C(=O)Nc2ccc(F)c(Cl)c2)C1c1ccc(F)cc1 (stereo unspecified),0.2,1.7,1,0
CC(=O)Nc1cccc2cccc([N+](=O)[O-])c12,0.0,0.2,-6,3
Cc1cc(C(=O)N2CCN(c3ccc4cccc(-c5ccncc5)c4n3)CC2)nn1C,-0.1,0.6,4,7
CCOc1ccc(-n2c(CSc3ncccn3)nnc2SC)cc1,0.0,-2.6,-2,0
N#CC1=C(N)Oc2ccc([N+](=O)[O-])cc2C1c1ccc(N)cc1 (stereo unspecified),-0.3,1.4,-5,-2
Cn1cccc1C(NC(=O)c1ccccc1)C(Cl)(Cl)Cl (stereo unspecified),0.4,1.0,16,22
O=C1CCC(N2CCN(c3ccccn3)CC2)CCN1Cc1ccc(F)c(F)c1 (stereo unspecified),-0.1,-0.7,-10,1
CC(=O)c1ccc(OC(=O)c2ccccc2C)cc1,0.1,-1.8,-11,-15
O=C(COC(=O)COc1ccc(Cl)cc1)Nc1ccc(F)c(F)c1F,-0.1,0.5,-1,-5
CN(C)c1cccc(Nc2nc3ccccc3nc2NS(=O)(=O)c2cccs2)c1,0.0,-0.7,12,9
O=C(Nc1nccs1)c1cc2c(s1)CCCC2,-0.3,-10,0,65*
COc1ccc(CNC(=O)CCCCCn2c(SCc3cccc(Cl)c3)nc3cc4c(cc3c2=O)OCO4)cc1,-0.2,-0.3,-6,2
COc1cccc(C(=O)N2CCN(C(=O)c3ccco3)CC2)c1,0.0,0.2,-3,-9
O=C(Cn1cnc([N+](=O)[O-])n1)Nc1ccc(Cl)cc1,-0.2,-0.8,-6,-1
O=C(O)CCc1nnc2n(CCc3ccccc3)c(=O)c3ccccc3n12,-0.1,1.7,14,1
CC1CN(Cc2nc3cc(C(F)(F)F)ccc3c(=O)[nH]2)CC(C)O1 (stereo unspecified),0.0,2.9,-14,-7
COCCN1CCN(C(=O)c2ncoc2-c2ccc3ccccc3c2)CC1,-0.1,1.0,2,-6
COc1ccc(CN2C(=O)c3cccnc3C2O)cc1 (stereo unspecified),-0.4,-0.6,-1,2
COC(=O)c1sccc1NC(=O)C1C2C=CC(O2)C1C(=O)O (stereo unspecified),0.1,-0.7,-5,1
O=C(COC(=O)/C=C/c1ccc2c(c1)OCO2)COC(=O)/C=C/c1ccc2c(c1)OCO2,0.3,-0.5,42,15
Cc1ccc(N(CC(=O)Nc2ccc(C(N)=O)cc2)S(C)(=O)=O)cc1Cl,0.6,-1.0,15,-9
C#CCNc1nc(C)nc2c1nnn2Cc1ccccc1F,0.2,1.3,11,-3

# In the list so far, eight contain a Cl atom.
SMILES,FBW7 activator,GPR151 activ,MITF primary,TEAD-YAP inh
COc1cc(Nc2nc3ccccc3n3c(C)nnc23)c(OC)cc1Cl,-0.2,0.2,-10,-5
Clc1cc2c(cc1-c1nc3cnccn3c1NCc1ccc3c(c1)OCO3)OCO2,0.9,-1.3,12,4
COCCN1C(=O)c2ccccc2C(C(=O)Nc2ccc(F)c(Cl)c2)C1c1ccc(F)cc1 (stereo unspecified),0.2,1.7,1,0
Cn1cccc1C(NC(=O)c1ccccc1)C(Cl)(Cl)Cl (stereo unspecified),0.4,1.0,16,22
O=C(COC(=O)COc1ccc(Cl)cc1)Nc1ccc(F)c(F)c1F,-0.1,0.5,-1,-5
COc1ccc(CNC(=O)CCCCCn2c(SCc3cccc(Cl)c3)nc3cc4c(cc3c2=O)OCO4)cc1,-0.2,-0.3,-6,2
O=C(Cn1cnc([N+](=O)[O-])n1)Nc1ccc(Cl)cc1,-0.2,-0.8,-6,-1
Cc1ccc(N(CC(=O)Nc2ccc(C(N)=O)cc2)S(C)(=O)=O)cc1Cl,0.6,-1.0,15,-9

# The list goes on.
SMILES,FBW7 activator,GPR151 activ,MITF primary,TEAD-YAP inh
COc1ccc(NC(=O)CCNS(=O)(=O)c2cccc3nonc23)cc1,0.1,-0.3,-2,1
COc1ccc(S(=O)(=O)NC(C)C(=O)Nc2ccccc2)cc1 (stereo unspecified),0.2,0.0,16,0
CC1Cc2ccccc2N1C(=O)Cn1nc(-c2cccnc2)oc1=O (stereo unspecified),0.6,-1.3,7,11
COc1ccc(O)c(/C=N/NC(=O)CNC(=O)c2ccco2)c1,-0.1,0.0,6,-2
CCOc1ccc2[nH]cc(S(=O)(=O)c3ccc(Cl)cc3)c(=O)c2c1,-0.2,0.6,-9,1
COc1ccc(C(=O)N2CCCCC2C)cc1[N+](=O)[O-] (stereo unspecified),-0.1,0.4,-5,7
CCn1c2ccccc2n2c(=O)n(CC(=O)NCc3ccco3)nc12,-0.1,0.9,2,0
Cc1ccc2c(c1)c(=O)c1ccccc1n2CC(=O)Nc1ccc(OC(F)(F)F)cc1,-0.2,-0.7,-2,0
CSc1nnc(-c2ccccc2)n1-c1ccccc1,0.1,1.4,10,-4
CSc1cccc(NC(=O)c2ccccc2N(C)S(=O)(=O)c2ccccc2)c1,-0.1,1.6,4,-4
CCN1C(=O)/C(=C/c2ccc(O)c([N+](=O)[O-])c2)NC1=S,0.3,-0.5,24,-2
COc1ccc(-c2cn3cc(-c4cccc([N+](=O)[O-])c4)nc3n2C)cc1,-0.4,-7.4,2,98*
CC(C)NC(=O)C1CCN(C(=O)C(C(=O)c2ccccc2)n2cc(Cl)ccc2=O)CC1 (stereo unspecified),0.4,2.0,8,-1
COc1ccc(CCNC(=O)CCCn2c(SCC#N)nc3cc4c(cc3c2=O)OCO4)cc1OC,-0.1,-0.3,8,-7
C/C(=N\Nc1nc(C)cc(C)n1)c1cccc([N+](=O)[O-])c1,0.1,-0.3,16,-11
CCc1nn(CC(=O)NCCN(C)C2CCCCC2)c(=O)c2cc3sc(C)cc3n12,0.0,8.6*,-1,-1
c1ccc(-c2cc(NCCCn3ccnc3)nc(-c3ccccn3)n2)nc1,-0.9,0.0,115*,54*
Cc1cc(CNC(=O)CC(c2ccccc2)c2ccccc2)no1,-0.1,0.3,16,-7
Cc1ccc(C)c(CSc2nnc(C)c(=O)[nH]2)c1,-0.1,1.4,-4,7
COC(=O)c1ccc(CSc2nnc(C)c(=O)[nH]2)cc1,0.0,0.5,-3,0
COCOc1ccc(-c2ccc(C(=O)Nc3cccc(OC)c3)c(NCC3CC3)n2)cc1,0.7,-0.6,22,-8
CC(C)OCCCNC(=O)C(C)N(c1ccc(Oc2ccccc2)cc1)S(C)(=O)=O (stereo unspecified),0.4,0.9,16,7
CCOC(=O)c1c(NC(=O)CSc2nnc(CNC(=O)Cc3ccc(OC)cc3)n2CCc2ccccc2)sc2c1CCCC2,0.0,1.4,-1,-5
CN1CCN(C(=O)C2CCC(CNS(=O)(=O)c3cccc4cccnc34)CC2)CC1 (stereo unspecified),-0.1,0.9,0,-3
O=C(N/N=C/c1c(Cl)[nH]c(=O)n1-c1ccccc1)c1ccccc1[N+](=O)[O-],0.0,2.1,13,1
CS(=O)(=O)N1CCN=C1SCc1ccc(F)cc1,1.2,-0.6,17,2
O=C(c1cccnc1)N(c1ccccn1)c1ccccn1,-0.1,0.0,-7,2
CCc1ccc(-n2c(C)cc(/C=C3/NC(=O)NC3=O)c2C)cc1,-0.1,1.6,-3,-5
CCOc1cc(C)c(S(=O)(=O)NCc2ccccn2)cc1C(C)C,0.2,-1.7,10,-3
CC(C)CCN1CC[C@@H]2[C@H](CCCN2Cc2ccc(Sc3nncn3C)o2)C1,-0.1,1.0,-6,8
CCOc1cccc2c1OC(c1cccc(F)c1)N1N=C(c3cccnc3)CC21 (stereo unspecified),0.3,3.8,7,-4
Cc1ccc(C2Nc3ccccc3NC3=C2C(=O)CC(c2ccccc2Cl)C3)o1 (stereo unspecified),0.1,0.2,3,-14
CCc1c(C)sc(NC(=O)c2cc([N+](=O)[O-])ccc2Cl)c1C(N)=O,-0.1,0.4,-7,8
N#Cc1cc(C(=O)Nc2ccccc2)c(N)nc1SCC(=O)O,0.0,-0.3,5,3
CCCC(=O)Nc1ccc(S(=O)(=O)N2CCC(C)CC2)cc1,-0.1,1.1,0,1
COc1cccc(N2CCN(S(=O)(=O)c3cc(Br)cnc3N)CC2)c1,-0.2,0.1,-10,1
Cc1ccc(C2CC(C(F)(F)F)n3ncc(C(=O)N4CCCCC4)c3N2)cc1 (stereo unspecified),0.0,-0.2,1,2
O=C1Cc2cc(S(=O)(=O)N3CCCC3)cc3c2N1CCC3,0.1,-0.2,17,11
CSc1ccc(/C=C2\C(=O)ON=C2C)cc1,0.5,-0.4,79*,-3
COc1cc([N+](=O)[O-])ccc1NC(=O)COc1ccc(Cl)c(C)c1,-0.1,2.6,18,-1
CC(=O)Nc1ccc(S(=O)(=O)N2CCN=C2SCc2ccc(Cl)cc2Cl)cc1,0.0,2.3,6,0
NC(=O)c1ccc(Nc2nccc(-c3cncc(N4CCOCC4)c3)n2)cc1,-0.1,-0.1,7,6
Cc1cc(C)cc(Oc2coc3c(CN4CCCCCC4)c(O)ccc3c2=O)c1 (tested in a mixture with another compound),0.1,0.0,11,1
O=C(CCC(=O)N/N=C/c1ccc(O)cc1)N/N=C/c1ccc(O)cc1,0.1,0.1,-7,7
CC(C)C(=O)NCC1CCC2(CCN(Cc3ccc4c(c3)OCO4)CC2)O1 (stereo unspecified),0.2,0.5,5,8
CSc1nc(O)c(C(c2ccncc2)c2c(O)nc(SC)[nH]c2=O)c(=O)[nH]1,0.2,-0.8,15,3
CN(C)c1cccc(Nc2nccn3c(-c4ccoc4)cnc23)c1,0.1,-1.3,20,2
CC(C)(C)OC(=O)NC1CCN(C(=O)Nc2ccc(Cl)c(Cl)c2)CC1,0.0,-0.9,-10,3
Nc1cccc(-c2cc(NCCOc3ccccc3)ncn2)c1,0.1,2.9,8,-58
CC1CCCCN1C(=O)c1cc2c(=O)n3ccccc3nc2s1 (stereo unspecified),0.2,-0.3,-2,-28

# Brought forward from above: three entries; new compounds follow.
SMILES,FBW7 activator,GPR151 activ,MITF primary,TEAD-YAP inh
CC(C)(C)OC(=O)NC1CCN(C(=O)Nc2ccc(Cl)c(Cl)c2)CC1,0.0,-0.9,-10,3
Nc1cccc(-c2cc(NCCOc3ccccc3)ncn2)c1,0.1,2.9,8,-58
CC1CCCCN1C(=O)c1cc2c(=O)n3ccccc3nc2s1 (stereo unspecified),0.2,-0.3,-2,-28
Cc1ccc(CN(CC(=O)N2CCC(C(N)=O)CC2)S(=O)(=O)c2ccccc2)cc1,-0.1,0.7,-15,-9
COc1ccc(-c2noc(CN3CCCN(c4ccc(F)cc4)CC3)n2)c(OC)c1OC,-0.1,0.4,6,-16
COCCCNC(=O)CN(Cc1ccccc1F)S(=O)(=O)c1ccc(C)cc1,0.1,1.7,0,-3
COc1cc2c(cc1OC)C(c1ccc(Br)cc1)CC2=O (stereo unspecified),-0.1,-0.1,-3,-12
O=c1cnnc(SCc2ccc(Cl)c(Cl)c2)[nH]1,0.0,2.0,3,2
COc1ccc(C2=N/C(=C/c3cccc(Cl)c3)C(=O)O2)cc1OC,0.0,-1.2,21,5
CC1C(=O)C(C)C(c2ccccc2O)NC1c1ccccc1O (stereo unspecified),0.1,-0.2,-4,-8
CCc1nc2ccccc2n1C(C)C(=O)N1CCC2(CC1)NC(=O)c1ccccc1N2 (stereo unspecified),0.0,1.4,12,0
Cc1cc(C(=O)N/N=C/c2c(O)ccc3cc([N+](=O)[O-])ccc23)n[nH]1,0.0,-1.4,2,0
Cc1nc2ccccc2c(=O)n1CC(=O)N1CCOCC1,0.7,-1.5,10,6

# 3 compounds from above, ordered by SMILES length, highest first.
SMILES,FBW7 activator,GPR151 activ,MITF primary,TEAD-YAP inh
Cc1cc(C(=O)N/N=C/c2c(O)ccc3cc([N+](=O)[O-])ccc23)n[nH]1,0.0,-1.4,2,0
COc1ccc(-c2noc(CN3CCCN(c4ccc(F)cc4)CC3)n2)c(OC)c1OC,-0.1,0.4,6,-16
COCCCNC(=O)CN(Cc1ccccc1F)S(=O)(=O)c1ccc(C)cc1,0.1,1.7,0,-3

# Continued.
SMILES,FBW7 activator,GPR151 activ,MITF primary,TEAD-YAP inh
COc1ccc(-n2nnc3c(SCC(=O)NCc4ccco4)ncnc32)cc1,0.8,-1.9,3,4
O=C(NCCN1CCN(Cc2ccccc2Cl)CC1)Nc1ccccc1,-0.1,0.6,5,6
O=C(N/N=C/c1cccs1)c1cc(-c2ccccc2)n[nH]1,0.1,-1.8,18,-21
O=c1oc2ccc(Br)cc2cc1-c1csc(-c2cc3ccccc3oc2=O)n1,-0.1,-0.5,-2,-3
O=C1CC(c2ccco2)CC(O)=C1C=NCCN1CCN(C2OC(=O)c3ccccc32)CC1 (stereo unspecified),-0.1,2.4,6,-4
COCc1cc(C)nc2sc(C(=O)c3cccc([N+](=O)[O-])c3)c(N)c12,-0.1,-0.8,1,0
Fc1ccc(N2CCN(c3nc4ccccc4n4cnnc34)CC2)cc1,-0.3,-0.3,2,-5
Cc1cccc(N(CC(=O)Nc2ccccc2C(F)(F)F)S(C)(=O)=O)c1C,0.0,0.5,-10,-3
CC(=O)Nc1nc2c(C)c(C)ccc2s1,-0.1,2.8,6,-3
